Screening data (PubChem)
GLS inh = blocks human kidney-isoform glutaminase activity | GLS enzymatic activity, qHTS titration | Potency, µM (highest dose often 45.5 µM), for inactives: at the highest dose activity change, negative = inhibition, most hits filed as inhibitors | 0.21% of 410,000 active | AID 624170 | O94925; also: potency is read from the fitted curve at half-maximal effect; % is scaled to controls: 0 for no effect and ±100 for the full control effect
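Human kidney-isoform GLS in 45 mM KH2PO4 pH 8.2, 0.02% Tween-20, with compound, started with 1mM L-Glutamine (added stock). Glutamate oxidase/HRP/Amplex red coupled fluorescence read at start and after 30 min at RT.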
IDH1 R132H inh = blocks human mutant IDH1 R132H enzyme. AID 602179. Potency, µM (series often up to 76.6 µM), inactives show at the top dose activity change, negative = inhibition, actives largely listed as inhibitors. IDH1-R132H enzyme, NADPH consumption, diaphorase/resazurin fluorescence. 0.093% of 390,000 active. O75874; also: potency is read from the fitted curve at half-maximal effect; % is scaled to controls: 0 for no effect and ±100 for the full control effect; nearly all actives have a fitted effect of over 65% in size
Target sequence (O75874 whole entry R132H, stated change not applied): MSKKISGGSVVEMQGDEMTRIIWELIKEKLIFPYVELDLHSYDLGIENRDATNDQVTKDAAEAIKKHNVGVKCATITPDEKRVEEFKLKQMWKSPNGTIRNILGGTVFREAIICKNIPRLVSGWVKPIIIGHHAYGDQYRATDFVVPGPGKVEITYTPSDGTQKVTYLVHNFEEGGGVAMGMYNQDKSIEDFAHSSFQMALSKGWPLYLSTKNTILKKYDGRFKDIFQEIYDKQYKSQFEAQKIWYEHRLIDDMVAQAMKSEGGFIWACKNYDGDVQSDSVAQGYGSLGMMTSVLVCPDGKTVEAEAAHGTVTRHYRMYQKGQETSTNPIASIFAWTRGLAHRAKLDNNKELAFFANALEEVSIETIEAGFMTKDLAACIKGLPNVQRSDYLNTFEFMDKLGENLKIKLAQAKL
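IDH1-R132H (0.5 ug/mL dispensed) in pH 7.5 Tris buffer was preincubated 30 min with compound, then given a substrate mix of 0.016 mM NADPH and 2 mM alpha-KG for 80 min at room temperature; remaining NADPH was read by diaphorase/resazurin fluorescence.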
PI4K2A block = PI4K2A (human) kinase inhibition; Q9BTU6; purified PI4K2A, ADP-Glo luminescence, 1 h; stronger effect = lower value; activity change, negative = inhibition, % at 76.9 µM; 0.13% of 420,000 active; AID 1346378; in the data active = activity change below about -50%; inconclusive = mostly about -30% to -49%;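 also: -100% = wells without enzyme as full effect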
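ADP-Glo luminescence measured ADP generated by PI4K2A enzyme (4 ug/mL before mixing) with 1.2 mM PI substrate (pre-mix) and 300 microM ATP (pre-mix). Tris pH7.5 buffer with MgCl2, Triton X-100; 1 h reaction at ambient temperature.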
HP1b chromo inh = inhibitors of HP1-beta chromodomain binding to methylated histone tails. AlphaScreen HP1-beta / biotin-H3K9me3 peptide binding. Potency, µM (top dose mostly 114 µM), for inactives: at the top dose activity change, negative = inhibition, usual class: inhibitors. 0.56% of 390,000 active. P83916; also: potency is read from the fitted curve at half-maximal effect; nearly all actives have a fitted effect of over 70% in size; inactives centre near 23
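Compound inhibition of the preformed complex between 50 nM HP1-beta and 50 nM biotinylated H3K9me3 peptide was read by AlphaScreen. Buffer was PBS pH 7.4 with 0.01% Tween-20. Incubations ran 30 min at room temperature, with 10 ug/mL donor/acceptor beads.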
USP1-UAF1 inh = USP1/UAF1 (human) deubiquitinase inhibition. O94782. recombinant USP1/UAF1, Ub-Rhodamine cleavage fluorescence. Potency, µM (top dose mostly 57.1 µM), inactives show top-dose activity change, negative = inhibition, usual class: inhibitors. 0.23% of 390,000 active; also: potency is read from the fitted curve at half-maximal effect; % is scaled to controls: 0 for no effect and ±100 for the full control effect; nearly all actives have a fitted effect of over 60% in size; inactives centre near -12
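Step one: compound is pinned into 1nM USP1/UAF1 in HEPES pH 7.8 buffer with TCEP. Step two: 15 min room-temperature incubation. Step three: Ub-Rho (150nM final) starts cleavage, tracked by fluorescence over six one-minute reads.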
TrxR1 substrate = rat thioredoxin reductase 1 substrate activity | O89049 | purified TrxR1 substrate turnover, NADPH consumption readout | 0.01% of 390,000 active | Potency, µM (series often up to 114 µM), inactives show top-dose activity change, negative = substrate turnover; also: potency is read from the fitted curve at half-maximal effect; % is scaled to controls: 0 for no effect and ±100 for the full control effect; nearly all actives have a fitted effect of over 50% in size
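Rat TrxR1, dispensed at 90 nM, was prereduced with 400 uM NADPH (final) for 5 min at ~22 deg C, then incubated with compound 15 min before 400 uM selenite. A first-read NADPH fluorescence drop versus no-compound background flagged substrates.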
TrxR1 inh = rat TrxR1 inhibition; Potency, µM (top dose mostly 114 µM), for inactives: top-dose activity change, negative = inhibition, hits mostly inhibitors; AID 588453; recombinant rTrxR1, NADPH fluorescence consumption, selenite substrate; O89049; 1% of 390,000 active; also: potency is read from the fitted curve at half-maximal effect; % is scaled to controls: 0 for no effect and ±100 for the full control effect; nearly all actives have a fitted effect of over 65% in size
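Rat TrxR1 (90 nM in the dispensed reagent) was pre-reduced with 400 uM NADPH for 5 min at room temperature, then incubated with compound for 15 min. After 400 uM selenite was added, NADPH fluorescence (Ex 340/Em 450 nm) was followed for 8 min.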
Tb PGK inh = blocks T. brucei phosphoglycerate kinase. P07378. PGK/GAPDH coupled, Kinase-Glo luminescence, 60 min. Potency, µM (doses to about 57.5 µM), for the others: at the highest dose activity change, negative = inhibition, hits mostly inhibitors. 0.043% of 380,000 active; also: potency is read from the fitted curve at half-maximal effect; % is scaled to controls: 0 for no effect and ±100 for the full control effect; nearly all actives have a fitted effect of over 60% in size
Target sequence (P07378 whole entry, looked up): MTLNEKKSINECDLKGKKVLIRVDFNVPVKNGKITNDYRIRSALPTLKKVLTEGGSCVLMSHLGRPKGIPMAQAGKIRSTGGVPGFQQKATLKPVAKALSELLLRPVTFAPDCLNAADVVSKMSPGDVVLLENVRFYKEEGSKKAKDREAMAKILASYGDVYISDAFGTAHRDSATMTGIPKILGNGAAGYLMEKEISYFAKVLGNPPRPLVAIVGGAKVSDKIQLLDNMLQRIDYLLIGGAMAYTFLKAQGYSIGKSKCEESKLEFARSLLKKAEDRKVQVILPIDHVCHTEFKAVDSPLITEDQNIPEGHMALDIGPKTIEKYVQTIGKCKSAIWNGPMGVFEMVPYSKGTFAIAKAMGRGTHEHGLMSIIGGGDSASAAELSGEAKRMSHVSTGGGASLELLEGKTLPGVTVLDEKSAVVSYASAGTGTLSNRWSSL
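Recombinant glycosomal PGK reaction used 1,3-bisphosphoglycerate generated in-well by GAPDH (100nM final) in 100mM TEA pH 7.6, 5mM MgCl2, 0.01% Tween-20. After 60 minutes at room temperature, ATP was read by Kinase-Glo Plus luminescence end-point.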
Pin1 inh = blocks the human prolyl isomerase Pin1. 0.009% of 390,000 active. Potency, µM (top dose mostly 115 µM), for the others: at the highest dose activity, negative = inhibition, hits mostly inhibitors. Pin1 FP peptide displacement, HiFluor488, 10 min. AID 504891. Q13526; active = well fitted inhibition curve with a large enough effect in the polarisation, with a control signal flat, not every such curve was filed as active; inconclusive = small, poorly fitted or top-dose-only effect, or effect the other way, or a change in a side signal; inactive = no such curve, though single readings can be large or run the other way; the % refers to the polarisation; also: potency is read from the fitted curve at half-maximal effect; % is scaled to controls: 0 for no effect and ±100 for the full control effect
Target sequence (Q13526 whole entry, looked up): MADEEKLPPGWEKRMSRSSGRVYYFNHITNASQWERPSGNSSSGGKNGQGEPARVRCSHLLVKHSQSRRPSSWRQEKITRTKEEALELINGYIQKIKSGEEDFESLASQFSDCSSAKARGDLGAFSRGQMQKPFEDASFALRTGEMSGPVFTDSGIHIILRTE
* marks the source's active call; other numbers are inactive results; i = inactive; ? = inconclusive; / = no result given; & = joins results of further samples; [ ] = dose if it differs, or a comment. Unless noted, calls follow the shape of the dose curve; as a rule, active = well fitted curve in the direction sought with a large enough effect; inconclusive = small, poorly fitted or top-dose-only effect, or another doubt; inactive = no such curve, though single readings can be large; an effect the other way counts as inactive or inconclusive. This is a subset (hit frequency here may not be typical).

canonical_smiles,GLS inh,TrxR1 substrate,PI4K2A block,TrxR1 inh,Pin1 inh,IDH1 R132H inh,Tb PGK inh,USP1-UAF1 inh,HP1b chromo inh
COc1cccc2cc(-c3nc(Cl)c4c5c(sc4n3)CC(C)CC5)c(=O)oc12 (centres undefined),7%,-5%,-3,1%,5%,-15%,2%,-19%,28%
CCCCN1C(=O)C(CC(=O)NCc2cccs2)CC(C(=O)N(C(C)C)C(C)C)=C1C (centres undefined),-16%,/,5,/,/,13%,-6%,-25%,/
CC(C)(C)c1csc(NC(=O)CCc2ccccc2)n1,-2%,-11%,4,6%,-5%,5%,-2%,-13%,58%[activator]
Cc1ccc(C)c(NC(=O)c2ccc(OCc3c(C)noc3C)cc2)c1,11%,0%,-1,10%,-7%,-4%,6%,-5%,29%
Cc1cc(C)c(C(=O)CSc2nnc(C)c(=O)[nH]2)cc1C,9%,8%[0.0914 µM],2,10%[57.1 µM],-2%,1%,-2%,4%,31%
Cc1c(C(=O)N/N=C/c2cccnc2)nnn1-c1nonc1N,?,0%,-1,11%,-2%,-3%,7%,-11%,4%
O=C(Nc1ccc(S(=O)(=O)Nc2ncccn2)cc1)c1cccc(S(=O)(=O)N2CCOCC2)c1,-5%,-3%,3,18%,2%,-5%,-4%,-6%,35%
Cc1ccc(N=C(c2cccs2)N2CCOCC2)cc1,-9%,-10%,-1,-9%,-17%,5%,-9%,-10%,48%[activator]
O=C(NCCNCCO)C1(C(F)(F)F)C/C(=C\CCO)CCCO1 (centres undefined),1%,6%&10%,2,?,-13%&-4%,1%,-7%,-20%,16%&22%
Cc1cc(C(=O)COC(=O)C2=COCCO2)c(C)n1-c1cccc(F)c1,2%,-2%[57.1 µM],-1,-2%[57.1 µM],6%,9%,-7%,-4%,-17%
COc1cc(NS(=O)(=O)c2ccc(-c3cc(C)no3)cc2)cc(OC)c1,-11%,-1%,-3,13%,-3%,0%,-6%,-15%,72%[activator]
CC(C)c1ccc(CN2CCSCC2)cc1,4%,0%[57.1 µM],2,-3%[57.1 µM],-3%,2%,4%,-23%,?
COc1ccc(Cl)cc1NC(=O)CCn1cnc2ccccc2c1=O,0%,9%[57.1 µM],-3,-5%,5%,-2%,-5%,-21%,19%
Fc1ccc(-c2n[nH]c(=S)n2-c2ccc3c(c2)OCCO3)cc1,-1%,-3%,1,-26%,1%,-6%,-3%,-12%,?
Cc1nc2c(C#N)cnn2c2c1CCN2CC1CCCO1 (centres undefined),8%,24%,-4,?,1%,0%,4%,-5%,32%
N#C/C(=C\c1ccccc1)C(=O)NC1CC1,-3%,-5%,3,-19%,0%,-8%,-4%,-4%,33%
O=C(NCc1cccnc1)c1noc2c1CCCCC2,3%,1%,-6,3%,0%,0%,-6%,6%,12%
c1ccc(-c2onc3cc4c(cc23)OCCO4)cc1,6%,-6%,0,-3%,0%,5%,-1%,-4%,17%
COc1ccc(CCNC(=O)C2CC(c3ccc([N+](=O)[O-])cc3)=NO2)cc1 (centres undefined),-3%,-4%,0,10%,1%,-5%,-7%,5%,12%
Cc1ccc(C)c(N2CCN(C(=O)CC3Sc4ccccc4NC3=O)CC2)c1 (centres undefined),1%,-5%,-1,3%,?,2%,-5%,-14%,9%
COc1ccc(NC(=O)c2cc(-c3ccc(C)cc3O)n[nH]2)c(OC)c1,-5%,-6%[57.1 µM],5,22%[57.1 µM],?,4%,0%,-19%,27%
COCCCNC(=O)CN(CCc1ccccc1)S(=O)(=O)c1ccccc1,-9%,2%[57.1 µM],1,7%[57.1 µM],-1%,-8%,-4%,-23%,26%
COCCNC(=O)/C(C#N)=C\c1ccc(CNC(=O)C(=O)Nc2ccc(C)c(C)c2)o1,2%,-14%,-4,-17%,-3%,1%,-5%,-12%,36%
COc1ccc(OC)c(S(=O)(=O)N2CCC(C(=O)NCc3ccccc3OC)CC2)c1,4%,10%[57.1 µM],3,6%[57.1 µM],0%,1%,-1%,-25%,14%
Cc1cc(C)c(NC(=O)c2cnn(C)c2)c(C)c1,7%,-2%,6,-4%,0%,3%,13%,-15%,18%
O=C1CSC(=S)N1Cc1cccs1,11%,-7%,16,-22%,22%,8%,-5%,-7%,2%
Cc1c(C)c2ccc(OCC(=O)N3CCOCC3)c(C)c2oc1=O,-1%,116%[activator],5,33%,-1%,-9%,1%,-23%,39%[activator]
CC1CCC(NS(=O)(=O)c2cccc3nsnc23)CC1 (centres undefined),2%,2%,-1,15%,0%,1%,-5%,-15%,-10%
COc1ccc(S(=O)(=O)NCC(c2ccc(N(C)C)cc2)N2CCc3ccccc32)cc1 (centres undefined),4%,1%[57.1 µM],-2,2%[57.1 µM],0%,0%,-10%,-11%,?
COc1ccc(C(O)(C2CCCCC2)C(CN2CCCC2)c2ccccc2)cc1 (centres undefined),17%,-14%[57.1 µM],3,24%[57.1 µM],-1%,8%,-5%,-16%,34%

Retrieved one by one from the list above:
canonical_smiles,GLS inh,TrxR1 substrate,PI4K2A block,TrxR1 inh,Pin1 inh,IDH1 R132H inh,Tb PGK inh,USP1-UAF1 inh,HP1b chromo inh
O=C(NCc1cccnc1)c1noc2c1CCCCC2,3%,1%,-6,3%,0%,0%,-6%,6%,12%
CC1CCC(NS(=O)(=O)c2cccc3nsnc23)CC1 (centres undefined),2%,2%,-1,15%,0%,1%,-5%,-15%,-10%

More structures
canonical_smiles,GLS inh,TrxR1 substrate,PI4K2A block,TrxR1 inh,Pin1 inh,IDH1 R132H inh,Tb PGK inh,USP1-UAF1 inh,HP1b chromo inh
N#CC1=C(N)SC(N)=C(C#N)C1c1c(Cl)cccc1Cl,19%,-9%,-4,-39%,?,-11%,-3%,?,-9%
S=C(Nc1ccccc1)N1CCN(c2ccccn2)CC1,10%,1%,-2,-5%,0%,-9%,3%,-11%,31%
Cc1ccc(-n2ncc3c(=O)n(-c4ccc(C)c(C)c4)c(C)nc32)cc1,2%,-7%,-1,11%,6%,20%,0%,6%,57%[activator]
COc1cccc(CNC(=O)c2cc(S(=O)(=O)N3CCOCC3)ccc2N2CCCC2)c1,-4%,-5%,-3,15%,5%,-11%,-5%,-9%,20%
CCN1C(=O)/C(=C\c2cn(CCC#N)nc2-c2ccc(F)cc2)SC1=S,2%,1%,-2,18%,46%[activator],16%,-7%,-28%,?
COc1ccccc1CNC(=O)CCCn1c(=O)c2ccccc2n(Cc2ccccc2F)c1=O,3%,-6%,-7,-7%,-4%,-5%,-3%,-7%,24%
CC(C(=O)N/N=C/c1ccc(N(C)C)c(Br)c1)N(c1ccccc1)S(C)(=O)=O (centres undefined),7%,7%[57.1 µM],3,15%[57.1 µM],-8%,-3%,-9%,-4%,0%
O=S(=O)(c1ccc(Br)s1)N1CCC2(CC1)OCCO2,3%,-6%,-3,0%,-11%,8%,0%,-6%,11%
O=C(N/N=C/c1ccc(O)c([N+](=O)[O-])c1)C1CC1(c1ccccc1)c1ccccc1 (centres undefined),?,-5%[57.1 µM],-4,4%[57.1 µM],-6%,-9%,-5%,-14%,-35%
Cn1cccc1CC(=O)N/N=C\c1cccs1,13%,-5%,-8,-2%,-9%,1%,-5%,3%,6%
CCOC(=O)N1CCN(C(=O)c2ccc(OC)c(OC)c2)CC1,12%,-8%,-3,-4%,-3%,5%,-2%,-4%,18%
Cc1noc(C)c1S(=O)(=O)Nc1ccc2c(c1)C(=O)N([C@H](C)CO)C[C@H](C)[C@@H](CN(C)S(=O)(=O)c1ccccc1)O2,5%,-3%,-2,?,6%,-5%,1%,14%,62%[activator]
COc1cccc(C2CC(c3ccccc3C)n3nc(N)nc3N2)c1 (centres undefined),15%,3%,-2,23%,-1%,-10%,8%,-18%,43%[activator]
CCOC(=O)N1CCN(CC(O)COC2CC(C)CC(C)(C)C2)CC1 (centres undefined),7%,6%[57.1 µM],4,15%[57.1 µM],7%,7%,0%,-19%,39%[activator]
COc1ccccc1COC(=O)Nc1c(C)nn(C)c1Cl,5%,5%[57.1 µM],-3,3%[57.1 µM],-1%,13%,0%,-13%,23%
COc1cc(CCCN2CCNC[C@@H]2C(C)O)cc(OC)c1OC (some centres undefined),2%,2%,5,7%,6%,10%,i,?,45%[activator]
CCn1c(CC2C(=O)Nc3ccccc32)nc2ccccc2c1=O (centres undefined),-1%,1%,1,19%,-4%,/,/,-21%,-1%
CCCCC(OC(=O)c1ccco1)C(=O)NCc1ccc(C)cc1 (centres undefined),-1%,0%[57.1 µM],2,5%[57.1 µM],0%,-7%,8%,-5%,31%
CCOc1ccc(-c2nnc(SCC(=O)NC3CCCC3)nc2-c2ccc(OCC)c(OC)c2)cc1OC,2%,-9%[57.1 µM],-1,-3%[57.1 µM],1%,-5%,10%,?,9%
CCOc1cccc(C2c3[nH]c4ccccc4c3CCN2C(=O)CSCc2ccc(F)cc2)c1 (centres undefined),7%,7%[57.1 µM],-3,33%[57.1 µM],2%,13%,i,-8%,34%[57 µM]
